Screening results (PubChem)
GLP-1R inv ag: qHTS of GLP-1 Receptor Inverse Agonists (Inhibition Mode) | HEK293 GLP-1R CRE-luciferase, luminescence, 24 h; GLP-1R form is constitutively active | 410,000 tested, 1.6% active | AID 624417, 2012 | Potency, µM (top dose mostly 38.3 µM), without a hit: at the top dose activity change, negative = inhibition, most hits filed as inhibitors | Glucagon-like peptide 1 receptor (Homo sapiens), P43220; further: potency means the concentration at half of the fitted maximal effect; on the % scale 0 is the no-effect control and ±100 the full control effect; nearly all actives have a fitted effect of over 55% in size
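Cells are plated, allowed 12 hours at 37 deg C, then treated with compounds for 24 hr before luciferase detection reagent is added and luminescence is read after 12 min at room temperature. The HEK293 line carries constitutively active GLP-1R with a cAMP-responsive reporter.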
PI5P4Ka inh: qHTS for Inhibitors of phosphatidylinositol 5-phosphate 4-kinase (PI5P4K); PI5P4Kalpha enzyme, ADP-Glo luminescence, 60 min; hits give low values; max response, %; 330,000 tested, 1.2% active; AID 652105, 2013; active means max response of -50% or lower; inconclusive means between -30% and -50%; inactive means -30% or higher; further: value at the top dose of about 77 µM; on the % scale 0 is the no-effect control and ±100 the full control effect
Target sequence (P48426 whole entry, looked up): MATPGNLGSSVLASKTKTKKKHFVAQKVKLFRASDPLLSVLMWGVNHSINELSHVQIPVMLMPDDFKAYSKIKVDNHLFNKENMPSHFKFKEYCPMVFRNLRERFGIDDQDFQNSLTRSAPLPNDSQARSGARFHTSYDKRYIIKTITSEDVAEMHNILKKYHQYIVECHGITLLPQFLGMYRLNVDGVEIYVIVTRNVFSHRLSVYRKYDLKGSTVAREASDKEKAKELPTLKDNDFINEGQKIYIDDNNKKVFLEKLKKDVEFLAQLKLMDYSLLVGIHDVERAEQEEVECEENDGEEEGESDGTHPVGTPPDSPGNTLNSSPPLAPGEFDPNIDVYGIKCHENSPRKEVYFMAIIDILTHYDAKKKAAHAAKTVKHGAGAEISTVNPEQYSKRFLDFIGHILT
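Single end-point luminescence (ADP-Glo) quantified ADP from PI5P4Kalpha turnover; ATP 5 microM final, 1 h at RT, 0.1% CHAPS and 0.28 mM EGTA in HEPES pH 7.4.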
IL2 activator: qHTS of IL-2 Activators | IL-2 activation reporter assay, cell-based qHTS; stimulated with anti-CD3/CD4/CD28 beads; in transgenic mouse T cells | activation, % (series mostly up to about 46 µM) | 360,000 tested, 0.065% active; in the data active means activation above about 50%; inconclusive means mostly about 30% to 49%; further: 0% is about no effect
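Unstimulated transgenic mouse T cells preincubated 60 min with compound, then stimulated with anti-CD3/anti-CD4-coated beads plus anti-CD28 for 18 h at 37 degrees C. IL-2 response read as EGFP and DsRed fluorescence by plate cytometry.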
PLK1 PBD block: qHTS for Inhibitors of PLK1-PDB (polo-like kinase 1 - polo-box domain): Primary Screen; Potency, µM, inactives show max response, negative = inhibition, hits mostly inhibitors; 360,000 tested, 2.8% active; Plk1 PBD binding of FITC phosphopeptide, fluorescence polarization; AID 720504, 2013; Serine/threonine-protein kinase PLK1 (Homo sapiens), P53350; further: potency means the concentration at half of the fitted maximal effect; series mostly up to about 57 µM; on the % scale 0 is the no-effect control and ±100 the full control effect; nearly all actives have a fitted effect of over 65% in size
EPAC1 ag: qHTS for Agonist of cAMP-regulated guanine nucleotide exchange factor 3 (EPAC1): primary screen | Potency, µM (highest dose often 154 µM), without a hit: at the highest dose activation, most hits filed as activators | 360,000 tested, 0.073% active | EPAC1 agonist qHTS, biochemical assay; response scale: 100% = response to 6.5 mM cAMP | Rap guanine nucleotide exchange factor 3 (Homo sapiens), O95398 | AID 720707, 2013; further: potency means the concentration at half of the fitted maximal effect; nearly all actives have a fitted effect of over 60% in size
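Normalized to 6.5 mM cAMP, activity reflects EPAC1-catalysed release of BODIPY-GDP from Rap1B, followed kinetically over 30 min at 480 nm excitation, 540 nm emission. Reaction contained 100 nM EPAC1, 250 nM Rap1B-BODIPY-GDP, 50 uM GDP.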
GLP1R cytotox: qHTS of GLP-1 Receptor Inverse Agonists: Cytotox Screen; Potency, µM (top dose mostly 38.3 µM), for the others: at the highest dose activity change, negative = inhibition, hits mostly inhibitors; HEK293 cAMP-luciferase reporter cells, luminescence, 24 h; 410,000 tested, 0.13% active;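 further: loss of luciferase light is scored as toxicity; potency means the concentration at half of the fitted maximal effect; on the % scale 0 is the no-effect control and ±100 the full control effect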
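Here, cytotoxicity is scored as loss of luminescence. The MLSMR collection was tested on cells seeded in medium containing 10% Nu serum, with a 24 hr compound exposure preceded by 12 hours of culture.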
PTHR1 ag: qHTS for PTHR1 Agonists: Primary Screen; Parathyroid hormone/parathyroid hormone-related peptide receptor (Homo sapiens), Q03431; HEK293 GP2 PTHR1 cells, GloSensor cAMP luminescence, 1 h; Potency, µM (top dose mostly 115 µM), inactives show at the top dose activation, usual class: activators; 410,000 tested, 0.075% active; further: potency means the concentration at half of the fitted maximal effect; nearly all actives have a fitted effect of over 55% in size; some results filed as inactive show a strong effect at the top dose; inactives centre near -15; many of its hits are not listed in these tables
Target sequence (Q03431 whole entry, looked up): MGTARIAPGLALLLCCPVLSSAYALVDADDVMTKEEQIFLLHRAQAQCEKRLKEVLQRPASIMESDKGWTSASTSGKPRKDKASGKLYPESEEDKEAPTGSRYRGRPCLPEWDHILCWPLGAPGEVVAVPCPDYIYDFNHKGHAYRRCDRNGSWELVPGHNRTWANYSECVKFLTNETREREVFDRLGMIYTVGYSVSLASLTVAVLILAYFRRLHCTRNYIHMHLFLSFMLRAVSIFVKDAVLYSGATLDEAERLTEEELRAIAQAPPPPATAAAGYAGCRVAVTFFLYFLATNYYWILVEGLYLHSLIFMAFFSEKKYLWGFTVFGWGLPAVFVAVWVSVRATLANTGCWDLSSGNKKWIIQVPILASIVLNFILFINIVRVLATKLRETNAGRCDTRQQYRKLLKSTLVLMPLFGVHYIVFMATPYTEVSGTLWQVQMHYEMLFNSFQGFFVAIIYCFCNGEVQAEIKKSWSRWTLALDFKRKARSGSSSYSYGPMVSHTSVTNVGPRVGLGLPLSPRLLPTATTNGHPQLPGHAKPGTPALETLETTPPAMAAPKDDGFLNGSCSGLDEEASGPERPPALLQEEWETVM
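HEK-293-derived GP2 cells expressing PTHR1 and a GloSensor cAMP reporter, 3,000/well, plated overnight, given luciferin plus IBMX (each 0.5 mM as added) for 1 h at 37 °C, then compound for 1 h at 37 °C. Luminescence was read after 15 min at room temperature.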
EPAC1 antag: qHTS for Antagonist of cAMP-regulated guanine nucleotide exchange factor 3 (EPAC1): primary screen; AID 720709, 2013; 360,000 tested, 0.14% active; EPAC1 GEF assay, Rap1b-BODIPY-GDP exchange fluorescence; Rap guanine nucleotide exchange factor 3 (Homo sapiens), O95398; Potency, µM (doses to about 115 µM), for inactives: at the top dose activity change, negative = inhibition, most hits filed as inhibitors;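 further: potency means the concentration at half of the fitted maximal effect; plate controls were vehicle for no effect and positive control for full effect; nearly all actives have a fitted effect of over 50% in size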
GLP-1R agonist: qHTS of GLP-1 Receptor Agonists; Glucagon-like peptide 1 receptor (Homo sapiens), P43220; HEK293 GLP-1R CRE-luciferase, luminescence, 4-6 h; cells express a hypersensitive GLP-1R form; Potency, µM (series often up to 45.6 µM), for inactives: at the highest dose activation, hits mostly activators; 380,000 tested, 0.007% active; AID 624172, 2012; further: potency means the concentration at half of the fitted maximal effect; % of control where 0% means no effect
An asterisk follows results filed as active; i = inactive; ? = inconclusive; . = no result given; & = joins results of further samples; [ ] = another dose, or the depositor's remark. Unless noted, the call rests on the fitted dose curve; in most records, active means well fitted curve in the direction sought with a large enough effect; inconclusive means small, poorly fitted or top-dose-only effect, or another doubt; inactive means no such curve, though single readings can be large; an effect the other way counts as inactive or inconclusive.

SMILES | GLP-1R inv ag | PI5P4Ka inh | IL2 activator | PLK1 PBD block | EPAC1 ag | GLP1R cytotox | PTHR1 ag | EPAC1 antag | GLP-1R agonist
O=C(CCc1nnc2ccc(NCc3ccccc3)nn12)NCC1CCN(C2CCCC2)C1 (stereo not drawn) | 5% | 1 | 0.9 | 4% | -1% | -7% | i | 1% | -6%
Cc1ccc2nc(SCC(=O)Nc3cccc([N+](=O)[O-])c3)[nH]c2c1 | -7% | . | -1.0 | -9% | 21% | 6% | -31%[inhibitor] | -16% | 7%
Cc1cc(NC(=O)C2C3C(=O)N(CCC(C)C)C(C(=O)NCc4ccccc4)C34C=CC2(C)O4)no1 (stereo not drawn) | -1% | -4 | -1.1 | -8% | 11% | 12% | -26% | -7% | 0%
O=S(=O)(c1ccc(=S)[nH]c1)N1CCCCCC1 | -19% | -2 | 0.8 | ? | -3% | -20% | i | -7% | -2%
COc1cccc(NC(=O)CN(C)C(=O)c2oc3c(ccc4ccccc43)c2C)c1 | ? | 12 | -0.5 | -4% | 21% | -3% | i | -23% | 20%
C(=C\c1ccccc1)/CN1CCN(Cc2ccc3c(c2)OCO3)CC1 | ? | 6 | 0.1 | 4% | 0% | 3% | -10% | -22% | 1%
CSCC[C@H](NC(=O)[C@@H]1CSC2c3ccccc3C(=O)N21)C(=O)N1CCC[C@H]1CO (stereo partly drawn) | 12% | -3 | 0.5 | -1% | -11% | 4% | -5% | 7% | -5%
Cc1ccc2nc(Nc3nc(C)cc(C(F)(F)F)n3)nc(C)c2c1 | 7% | 1 | -0.3 | -3% | 2% | 60%[activator] | ? | -15% | 0%
COc1cc(CCNc2ccc3nnc(-c4ccccc4)n3n2)cc(OC)c1OC | -15% | 8 | -2.3 | -14% | 3% | -17% | i | -16% | 26%
CC(=O)c1c(C)[nH]c(C(=O)NNC(=O)c2ccc(Br)cc2)c1C | -12% | 0 | 0.2 | -4% | 14% | 1% | -22% | -9% | 7%
CCOC(=O)c1c(C)oc2ncnc(Nc3ccc(OC)cc3OC)c12 | 7% | . | . | . | . | -2% | -31%[inhibitor] | . | 0%
Cc1nc([N+](=O)[O-])c(Br)n1CC(=O)c1ccc(F)cc1 | ? | 0 | -0.6 | ? | 8% | -27% | -19% | -11% | 1%
COCCOC1CCN(C(=O)c2cc(COc3ccc(-n4cncn4)cc3)on2)CC1 | 8% | -4 | 0.1 | -6% | 4% | 5% | -2% | 6% | -3%
Cc1cc(C)n2nc(SCC(=O)N(C)Cc3ccccc3)nc2n1 | 0% | . | -1.6 | 4% | 0% | 2% | ? | 6% | 1%
COc1cc(C(=O)N2CCc3ccccc32)c([N+](=O)[O-])cc1OC | 10% | -3 | 0.1 | -3% | -3% | -12% | i | -8% | 5%
O=C(O)c1ccc(N2CCc3ccccc32)c([N+](=O)[O-])c1 | 28% | -79* | -2.0 | -4% | 1% | -2% | i | -27% | 0%
O=C(O)Cc1cccc2ccccc12 | -8% | 5 | -0.1 | 6% | -4% | -1% | -20% | -1% | -1%
S=C(NCc1ccco1)Nc1cc(Cl)c(Cl)cc1Cl | ? | -2 | 2.2 | -14% | 7% | -29% | -34% | -15% | -17%
Nc1ccccc1N=Cc1ccc(-c2cccc(Cl)c2)o1 | ? | -10 | -0.2 | ? | -1% | -27% | -57%[inhibitor] | -8% | 0%
NS(=O)(=O)c1ccc(Nc2nc(-c3cccc([N+](=O)[O-])c3)cs2)cc1 | 2% | -16 | -3.3 | -7% | -11% | -1% | -54%[inhibitor] | ? | -4%
O=C1CC[C@@H](C(=O)O)N1 | -4% | 2 | -0.3 | -5% | -14% | -4% | -20% | 0% | 0%&-3%
CCCCCCN1C[C@H](O)[C@@H](n2cc(C3CC3)nn2)C[C@@H]1c1ccc(OC)cc1 | ? | -2 | -4.3 | 4% | -12% | -1% | -19% | -4% | 12%
CNC[C@H]1Oc2c(NS(=O)(=O)c3ccc(OC)cc3)cccc2C(=O)N([C@H](C)CO)C[C@@H]1C | 10% | 3 | -0.3 | -13% | -5% | -3% | i | -8% | -2%
CN(C)C1(CNC(=O)COc2cccc(Cl)c2)CCCCC1 | -27% | . | . | . | . | 9% | i | . | -1%
CCn1cc(C(=O)NCCc2ccc(OC)c(OC)c2)c(=O)c2cc(S(=O)(=O)N3CCOCC3)ccc21 | 214%&73%[activator] | -1 | -0.7 | -9% | -5% | ? | -16% | -5% | 22%&12%
SMILES | GLP-1R inv ag | PI5P4Ka inh | IL2 activator | PLK1 PBD block | EPAC1 ag | GLP1R cytotox | PTHR1 ag | EPAC1 antag | GLP-1R agonist
Cc1ccc(CN(c2ccc(C(=O)N3CCCC3)cc2)S(C)(=O)=O)cc1 | -29% | 9 | -0.7 | 1% | -2% | -15% | i | -5% | 1%
COc1cccc(NC(=O)C2CC(=O)N(Cc3ccco3)C2)c1 (stereo not drawn) | 6% | 1 | -0.3 | 0% | -14% | 2% | -22% | 12% | -1%
CCOC(=O)CSc1nc(C2CC2)cc(-c2ccc(Cl)cc2)c1C#N | ? | 1 | 0.2 | 24µM* | 12% | 9% | -12% | -9% | 11%
Cc1cccc(C)c1NC(=O)CNC(=O)Cc1ccccc1[N+](=O)[O-] | 11% | 5 | -0.2 | -7% | 8% | -11% | -12% | -3% | 2%
CN(C)c1ccc(C2N3CC4(C)CN2CC(C)(C3)C4O)cc1 (stereo not drawn) | 19% | 1 | 1.9 | -4% | 2% | 12% | -6% | -4% | -1%
Cc1cccc(-n2c(=O)c3ccccc3n3c(=S)[nH]nc23)c1C | 4% | -9 | 0.9 | -15% | 12% | -7% | -18% | -2% | 3%
O=C(N/N=C/c1cc([N+](=O)[O-])ccc1O)C1CCCCC1 | ? | -7 | -1.1 | -3% | -13% | ? | 0% | -5% | -7%
COc1ccc2nc(NC(=O)CSC3=NCCS3)sc2c1 | ? | -7 | 0.5 | -6% | -3% | ? | -14%[57.5 µM] | -9% | 2%
CCCc1c(C)[nH]c2ccc(NC(C)=O)cc2c1=O | 0% | . | -1.9 | -1% | -4% | -8% | -11%[57.5 µM] | 2% | -6%
Cc1ccccc1NC(=O)C(=O)NCCCN1CCOCC1 | 13% | -2 | -0.5 | -11% | 10% | 1% | i | 11% | 12%
Cc1cc(NC(=O)COC(=O)C2CCN(C(=O)c3ccc(Cl)cc3)CC2)no1 | 0% | -7 | -1.2 | -2% | -2% | -7% | i | 18% | 3%
Cc1cccc(N2C(=O)CC(N3CCN(c4cccc(C(F)(F)F)c4)CC3)C2=O)c1 (stereo not drawn) | 0% | . | -2.3 | -8% | 5% | -9% | i | -16% | 5%
COCCN(C(=O)c1ccco1)C(C(=O)NC1CCCC1)c1cccs1 (stereo not drawn) | -8% | -3 | -1.1 | -18% | 2% | -2% | 20% | 4% | -9%
Cc1csc(NC(=O)c2cc3c(s2)CCC3)n1 | 0% | -1 | -0.6 | -11% | -7% | 7% | -38%[inhibitor][57.5 µM] | -8% | -12%
CCOC(=O)c1c(S(=O)(=O)NCc2cccs2)c(C)n(C)c1C | 25% | -6 | -1.7 | -3% | -2% | 7% | i | 10% | 11%
COc1ccc(N2CCN(CCNC(=O)CCCn3c(=O)[nH]c4cc(Cl)ccc4c3=O)CC2)cc1 | -10% | 1 | 0.3 | -8% | 3% | 8% | i | -9% | -9%
O=C(O)c1ccccc1C(=O)c1cccc2ccccc12 | 16% | -2 | -3.6 | 2% | -3% | -3% | i | -2% | 0%
CC(OC(=O)c1ccc(OCC2CCCO2)cc1)C(=O)N(C)Cc1ccccc1 (stereo not drawn) | ? | 1 | -0.5 | -4% | -45% | -11% | i | -5% | 4%
CC(C)c1ccc(CNC(=O)CSCC(=O)Nc2ccc3ccccc3c2)cc1 | -1% | . | 1.1 | 1% | 17% | 0% | i | -7% | -1%
CCN(CC(O)Cn1c2ccccc2c2ccccc21)S(=O)(=O)c1ccc(C)cc1 (stereo not drawn) | 0% | 7 | -3.3 | -7% | 20% | ? | 21% | -21% | 2%
COC(=O)c1ccc(CN(c2ccc(C(=O)O)c(O)c2)S(=O)(=O)c2ccc(Cl)c([N+](=O)[O-])c2)cc1 | ? | -8 | -2.1 | -4% | -7% | 3% | -16% | -13% | 9%
COc1ccc(CNC(=O)COC(=O)/C=C/c2ccco2)cc1 | 15% | -2 | -0.2 | ? | -7% | 1% | -2% | -2% | -4%
COCCNC(=O)c1onc(CSc2ccccc2)c1C(=O)O | 15% | -28 | -0.6 | -15% | -5% | -4% | i | 0% | -3%
O=C(CCCCCn1c(=S)[nH]c2ccc(N3CCOCC3)cc2c1=O)NCc1ccccc1 | 10% | -7 | 0.0 | ? | 0% | 18% | -11% | 3% | 0%
C/C(=N\N=c1/sc2ccccc2n1C)c1ccc(N2CCOCC2)cc1 | 1% | 3 | -3.8 | -17% | 13% | 3% | i | -8% | 7%
CCCNC(=O)Cc1c(C)oc2ccccc12 | -16% | 2 | -0.7 | -3% | -2% | 0% | -12% | -9% | 3%
CCOCCCNC(=O)c1ccc2c(c1)ncn2-c1cccc(C)c1 | 13% | 0 | -0.6 | -18% | -1% | -21% | i | -8% | 17%

These rows are one share of the data (hit frequency here may not be typical).
